# Assay outcomes deposited in PubChem BioAssay by Sanford-Burnham Center for Chemical Genomics.
# H9c2 TAG inh: reduces triacylglycerol accumulation in H9c2 cells; Nile Red lipid (TAG) fluorescence; cells loaded with 200 µM oleic acid; inhibition, % at 12.5 µM; 230,000 tested, 0.66% active; AID 651582;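 active = pattern-corrected inhibition of lipid staining of at least 50% with the nuclear-stain viability signal not falling by more than 50%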;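 note: 0% = DMSO wells and 100% = triacsin C control wells; some results filed as inactive read as strong as hits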
# H9c2 TAG inh DAPI viability: also measured in H9c2 TAG inh; calls as there; DAPI nuclei signal change (viability), lower = more cytotoxic, %;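 whole-well DAPI fluorescence read on a plate reader as a viability signal; minus 50 percent equals half of cells still viable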
# Numbers without * were called inactive. Only part of the results is shown; rates above refer to the full screens.
SMILES,H9c2 TAG inh,H9c2 TAG inh DAPI viability
CC(C)CC(=O)NCc1ccc(F)cc1,-26,1
COc1ccc(OC)c(-c2csc(N(CC3CCCO3)C(=O)Cc3ccccc3)n2)c1 (configuration not stated),4,4
O=C(Nc1ccc(O)c2c(=O)cc(-c3ccccc3Cl)oc12)c1ccc(Cl)c(Cl)c1,10,2
CCN(CC)CCC(c1ccc(N(C)C)cc1)c1c(O)cc(OC)cc1OC (configuration not stated),7,-5
CC(C)c1nc(SCC(=O)N2CC(=O)Nc3ccccc32)c2ccccc2n1,-7,-5
CCOC(=O)C1CCN(C(=O)c2cc3c(=O)n4ccccc4nc3n2C)CC1,5,47
COc1ccc([N+](=O)[O-])cc1N(CC(O)CN1CCCCC1)S(=O)(=O)c1ccc(C)cc1 (configuration not stated),3,-5
CSc1ccc(CN2C(=O)NC3(CCCCC3)C2=O)cc1,7,-11
CS(=O)(=O)N(CC(=O)N1CCN(Cc2ccccc2)CC1)c1ccccc1F,6,-11
CN(Cc1ccccc1)S(=O)(=O)c1ccc2[nH]c(=O)oc2c1,1,-5

# Some of these compounds in order of number of heavy atoms, low to high.
SMILES,H9c2 TAG inh,H9c2 TAG inh DAPI viability
CC(C)CC(=O)NCc1ccc(F)cc1,-26,1
CCOC(=O)C1CCN(C(=O)c2cc3c(=O)n4ccccc4nc3n2C)CC1,5,47
O=C(Nc1ccc(O)c2c(=O)cc(-c3ccccc3Cl)oc12)c1ccc(Cl)c(Cl)c1,10,2
COc1ccc([N+](=O)[O-])cc1N(CC(O)CN1CCCCC1)S(=O)(=O)c1ccc(C)cc1 (configuration not stated),3,-5

# The list goes on.
SMILES,H9c2 TAG inh,H9c2 TAG inh DAPI viability
N#Cc1ccccc1NC(=O)Nc1ccc(Cl)cc1,-4,-7
COc1cccc(OCC(O)CN2CCN(C(c3ccccc3)c3ccccc3)CC2)c1 (configuration not stated),-5,12
CCOc1cccc(-c2cc(N3CCN(CCO)CC3)n3nccc3n2)c1,25,19
CCN1CCCC1CNC(=O)C(=O)NC1CC1 (configuration not stated),7,-2
CN=c1scc(-c2ccc(F)cc2)n1/N=C/c1ccc(O)c(O)c1,16,-48
Nc1cccc(OCCCCCOc2cccc(N)c2)c1,-2,1
CSc1nnc2sc3cc(C)ccc3n12,17,-3
COc1ccc(S(=O)(=O)CC(=O)Nc2ccccc2Cl)cc1,-10,-1
COc1ccc(-c2nc(CC(=O)O)cs2)cc1,9,-13
CCN(CC)Cc1c(NC(=O)c2ccccc2)sc(C)c1C,-1,8
COCCn1nc2cc(C(=O)NCC34CC5CC(CC(C5)C3)C4)ccc2c1OC,11,15
CC(=O)c1cnc2c(-c3ccccc3)c(C)nn2c1C,10,-8
O=C(O)C1CCN(C(=O)c2csc(-c3ccc4c(c3)CCO4)n2)CC1,7,-9
CCN(CC)c1ccc(NC(=O)Nc2ccc(C(C)=O)cc2)cc1,23,-11
CC(C)(C)Cc1nnc(NC(=O)Cc2ccc([N+](=O)[O-])cc2)s1,-8,6
CC(C)CC1C(=O)N(Cc2cn(Cc3ccco3)nn2)CCS(=O)(=O)N1Cc1ccc(-c2cccc(N(C)C)c2)cc1 (configuration not stated),9,-11
O=C(CN1C2=NCCN2c2ccccc21)c1ccco1,9,1
COCC(C)NC(=O)CSc1nc2cc(S(=O)(=O)N3CCCCC3)ccc2o1 (configuration not stated),-3,0
Cc1ccnc(NC(=O)c2cc3ccccc3o2)c1,-1,-2
O=C(Nc1cccc(Cl)c1)Nc1csc([N+](=O)[O-])c1,-31,9
O=C(/C=C/c1cccc(O)c1)c1cccnc1,-10,-5
O=C(NN1C(=O)NC2(CCCCC2)C1=O)c1ccc(-c2ccccc2Cl)o1,18,-17
CC(C)(CNC(=O)c1ccc(S(=O)(=O)N2CCCC2)cc1)N1CCOCC1,-7,1
C=CCOC(=O)C(C#N)c1nc2ccccc2nc1N1CCN(c2ccccc2OCC)CC1 (configuration not stated),11,-13
CN1C(N)=NC(=O)/C1=C/c1ccc(F)cc1,0,-12
Cc1[nH]c2ccc(-c3n[nH]c(=S)n3-c3ccccc3)cc2c1C,31,-33
Cc1ccc(S(=O)(=O)N(C)C)cc1NC(=O)COC(=O)c1ccc2c(c1)NC(=O)CS2,0,-7
CCOc1ccccc1C(=O)N[C@H](C(=O)OCc1csc(CC(=O)Nc2ccc(C)cc2)n1)C(C)C,-39,6
Nc1nc(Nc2cccc(Cl)c2)n[nH]1,5,-1
COc1ccc(NC(=S)N2CCN(Cc3cccc(F)c3)CC2)c(OC)c1,9,9
Cn1nc(C(=O)N2CCN(S(=O)(=O)c3ccccc3)CC2)c2ccccc2c1=O,-5,10
Cc1cc(COc2ccccc2O)on1,7,-4
S=C(c1ccc(N2CCCC2)c(Br)c1)N1CCCCC1,-2,6
COc1ccc(Cl)cc1C(=O)NNC(=O)CCNC(=O)c1ccccc1,-3,4
Cc1ccc(OCC(=O)c2c(N)n(C)c(=O)n(C)c2=O)c([N+](=O)[O-])n1,-15,2
CCN(CC)S(=O)(=O)c1cccc(-c2nnc(SCC#N)n2Cc2ccccc2)c1,-1,9
CC(C(=O)NCC1CCCO1)N1C(=O)C2C3CC(C(Br)C3Br)C2C1=O (configuration not stated),-2,-7
CCN1C[C@@H]2[C@@H]3C(=O)N(Cc4ccccc4)C(=O)[C@@H]3[C@](CC)(C1=O)N2C(=O)c1ccc(C(C)(C)C)cc1,-2,-3
COC(=O)c1sccc1NC(=O)CSc1ccccc1NS(=O)(=O)c1cc(Cl)ccc1Cl,-7,2
CCNC(=S)N1CCC(C(=O)c2ccc(Cl)cc2)CC1,-6,0
O=C1CN(C(=O)COC(=O)CNS(=O)(=O)c2ccccc2)c2ccccc2N1,-2,8
Cc1cc(NS(=O)(=O)c2ccc(NC(=O)/C=C/c3c(F)cccc3Cl)cc2)no1,-4,-1
Brc1ccc(C2=Nn3cnnc3SC2)cc1,5,-1
CCN(CC)CCCn1c2c(c(SCC(=O)Nc3cc(C)on3)nc1=O)CCC2,-4,0
Cc1c(C=O)c(C=O)c(C)n1Cc1ccccc1,0,-16
Cc1[nH]nc(SCC(=O)NCC(C)C)c1[N+](=O)[O-],-1,-1
Cc1ccc(NC(=O)N(CCC(=O)O)Cc2ccccc2)cc1,-27,-8
O=C(O)C1=CCCN(CCON=C(c2ccccc2)c2ccccc2)C1,-2,10
O/N=C1\CCCc2c1nc(-c1ccccc1F)n2O,16,-9
Cc1ccc(S(=O)(=O)Nc2cc(S(=O)(=O)N3CCCCC3)ccc2N2CCOCC2)cc1,4,-8

# Some values from the results shown:
# In H9c2 TAG inh DAPI viability, Brc1ccc(C2=Nn3cnnc3SC2)cc1 is entered as -1
# In H9c2 TAG inh, O/N=C1\CCCc2c1nc(-c1ccccc1F)n2O is entered as 16
# In H9c2 TAG inh, Cc1c(C=O)c(C=O)c(C)n1Cc1ccccc1 is entered as 0
# In H9c2 TAG inh, O=C(O)C1=CCCN(CCON=C(c2ccccc2)c2ccccc2)C1 is entered as -2
# In H9c2 TAG inh DAPI viability, Cc1ccc(NC(=O)N(CCC(=O)O)Cc2ccccc2)cc1 is entered as -8

# Going on with the list.
SMILES,H9c2 TAG inh,H9c2 TAG inh DAPI viability
CC#C[C@]1(O)CC[C@H]2[C@@H]3CCC4=CC(=O)CCC4=C3[C@@H](c3ccc(N(C)C)cc3)C[C@@]21C,9,-4
CCC(C)NC(=O)CN1C(=O)CC(C)(C)S(=O)(=O)c2ccccc21 (configuration not stated),3,-4
CCN(CC)C(=O)C1=C(C)N(Cc2ccc(OC)cc2)C(=O)C(CC(=O)NCC2CCCCC2)C1 (configuration not stated),10,-4
Cc1ccc(Cl)cc1NC(=O)Cn1c(C)csc1=O,-12,10
CCOc1ccc(CCNC(=O)C2CCN(S(=O)(=O)N3CCOCC3)CC2)cc1OCC,42,-17
COc1ccc([C@H]2CC(=O)C=C(c3cccc(Cl)c3)C2)cc1,-22,5
CCOC(=O)C1CCC(CNCc2ccccc2C)CC1 (configuration not stated),-5,4
Cc1ccc(-n2c(N)c(C(=O)NCc3cccnc3)sc2=S)cc1,29,-17

# Four of the compounds above, with tabs:
smiles	H9c2 TAG inh	H9c2 TAG inh DAPI viability
CC#C[C@]1(O)CC[C@H]2[C@@H]3CCC4=CC(=O)CCC4=C3[C@@H](c3ccc(N(C)C)cc3)C[C@@]21C	9	-4
CCC(C)NC(=O)CN1C(=O)CC(C)(C)S(=O)(=O)c2ccccc21 (configuration not stated)	3	-4
CCN(CC)C(=O)C1=C(C)N(Cc2ccc(OC)cc2)C(=O)C(CC(=O)NCC2CCCCC2)C1 (configuration not stated)	10	-4
Cc1ccc(Cl)cc1NC(=O)Cn1c(C)csc1=O	-12	10
